# Assay outcomes as filed in PubChem BioAssay.
# USP17 block: inhibitors of human USP17 deubiquitinase; actives 6.5% (n = 47,000); Ubiquitin carboxyl-terminal hydrolase 17-like protein 5 (Homo sapiens), A8MUK1; purified USP17, Ub-rhodamine cleavage fluorescence, 3 h; inhibition, % at 50 µM
# UCHL1 block: inhibitors of human UCHL1 deubiquitinase; Ubiquitin carboxyl-terminal hydrolase isozyme L1 (Homo sapiens), P09936; purified UCHL1, Ub-rhodamine cleavage fluorescence; inhibition, % at 20 µM; actives 0.2% (n = 47,000); AID 1645859, 2021
# OTUD3 inh: inhibitors of human OTUD3 deubiquitinase. inhibition, % at 25 µM. AID 1645858, 2021. actives 0.7% (n = 47,000). purified OTUD3, Ub-rhodamine fluorescence, 2 h. OTU domain-containing protein 3 (Homo sapiens), Q5T2D3
# USP8 inh: inhibitors of human USP8 deubiquitinase | inhibition, % at 20 µM | actives 4.2% (n = 47,000) | purified USP8, Ub-rhodamine cleavage fluorescence, 30 min
# USP28 inh: inhibitors of human USP28 deubiquitinase; Ubiquitin carboxyl-terminal hydrolase 28 (Homo sapiens), Q96RU2; purified USP28, Ub-rhodamine cleavage fluorescence, 30 min; inhibition, % at 25 µM; actives 3% (n = 47,000); AID 1645857, 2021
# Target sequence (Q96RU2 whole entry, looked up): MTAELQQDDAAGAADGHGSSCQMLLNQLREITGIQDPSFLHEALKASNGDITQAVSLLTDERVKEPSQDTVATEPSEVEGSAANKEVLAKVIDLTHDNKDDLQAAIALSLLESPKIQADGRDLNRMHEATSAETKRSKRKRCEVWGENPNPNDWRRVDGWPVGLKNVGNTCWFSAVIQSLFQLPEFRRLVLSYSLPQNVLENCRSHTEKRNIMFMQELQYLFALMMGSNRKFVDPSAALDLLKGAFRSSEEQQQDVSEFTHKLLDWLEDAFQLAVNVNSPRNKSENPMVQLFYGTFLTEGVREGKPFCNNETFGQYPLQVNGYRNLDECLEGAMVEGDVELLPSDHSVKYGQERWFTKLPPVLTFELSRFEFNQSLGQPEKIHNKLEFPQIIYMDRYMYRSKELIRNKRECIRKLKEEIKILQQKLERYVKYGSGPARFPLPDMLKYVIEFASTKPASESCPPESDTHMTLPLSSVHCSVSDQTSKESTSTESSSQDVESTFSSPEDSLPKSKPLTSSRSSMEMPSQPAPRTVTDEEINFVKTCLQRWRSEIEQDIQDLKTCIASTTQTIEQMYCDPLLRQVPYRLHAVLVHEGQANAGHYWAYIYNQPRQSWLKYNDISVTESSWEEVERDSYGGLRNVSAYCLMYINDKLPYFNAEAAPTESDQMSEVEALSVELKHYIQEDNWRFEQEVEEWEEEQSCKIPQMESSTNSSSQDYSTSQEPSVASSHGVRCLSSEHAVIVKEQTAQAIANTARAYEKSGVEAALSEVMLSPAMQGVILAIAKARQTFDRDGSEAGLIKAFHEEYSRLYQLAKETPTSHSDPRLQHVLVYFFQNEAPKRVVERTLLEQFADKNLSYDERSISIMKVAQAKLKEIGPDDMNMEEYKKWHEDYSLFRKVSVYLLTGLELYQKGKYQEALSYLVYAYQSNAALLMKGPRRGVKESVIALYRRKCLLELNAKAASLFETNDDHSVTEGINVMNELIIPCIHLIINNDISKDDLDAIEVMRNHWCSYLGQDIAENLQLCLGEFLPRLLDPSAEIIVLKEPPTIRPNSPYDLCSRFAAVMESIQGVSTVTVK
# USP7 block: inhibitors of human USP7 deubiquitinase. Ubiquitin carboxyl-terminal hydrolase 7 (Homo sapiens), Q93009. purified USP7, Ub-rhodamine cleavage fluorescence. inhibition, % at 20 µM. actives 0.3% (n = 47,000). AID 1645854, 2021
# USP30 inh: inhibitors of human USP30 deubiquitinase; Ubiquitin carboxyl-terminal hydrolase 30 (Homo sapiens), Q70CQ3; purified USP30, Ub-rhodamine cleavage fluorescence; inhibition, % at 25 µM; actives 5.3% (n = 47,000); AID 1645860, 2021
# USP10 block: inhibitors of human USP10 deubiquitinase | Ubiquitin carboxyl-terminal hydrolase 10 (Homo sapiens), Q14694 | purified USP10, Ub-rhodamine fluorescence, 60 min | inhibition, % at 20 µM | actives 1.1% (n = 47,000)
# An asterisk follows results filed as active; i = inactive; . = not tested or not shown. Rule as the data show it: active = inhibition above about 30%; inactive = the rest.
SMILES,USP17 block,UCHL1 block,OTUD3 inh,USP8 inh,USP28 inh,USP7 block,USP30 inh,USP10 block
CNc1nc2c(c(=O)n1-c1ccccc1)CCN(C(=O)c1ccc(OC)cc1)C2,0,-3,-5,-51,-15,3,0,-1
O=c1c2ccc(Cl)cc2ncn1Cc1csc(-c2ccccc2)n1,27,2,11,17,20,5,0,3
Cc1ccc(-n2c(=O)[nH]c3c(c2=O)C(C)(C)Cc2ccccc2-3)cc1,14,-1,-4,0,-5,4,0,0
Cc1c(C)n(C)c2ccc(C(=O)N3CCN(c4ccccn4)CC3)cc12,-18,-4,-31,-35,-25,-12,-105,0
CC(C)N1Cc2cc(C(=O)N3CCN(C(=O)OC(C)(C)C)CC3)sc2C1,13,2,5,2,15,-45,-17,-1
Cn1nc(C(=O)Nc2ccccc2C#N)c2c1-c1ccccc1OC2,10,-1,0,0,-2,3,0,5
CC(C)C(=O)Nc1ccc2[nH]cc(C(C(=O)O)N3CCN(Cc4ccccc4)CC3)c2c1 (stereo unspecified),0,0,0,5,-2,-1,-11,-3
CCc1cc(=O)[nH]c(SCc2cc(C(F)(F)F)cc(C(F)(F)F)c2)n1,12,-2,2,4,0,6,-317,12
O=C(NCC1CCCO1)C1CN(C(=O)c2ccc3c(c2)OCO3)C1 (stereo unspecified),-48,0,5,-6,1,4,6,-6
COc1ccccc1N1CCN(c2nc(C)c(Cc3ccccc3)c(=O)[nH]2)CC1,3,-2,1,6,0,2,12,1
CCN1CCC2(CC1)CC(NC(=O)c1ccno1)c1ccccc1O2 (stereo unspecified),-15,1,2,-4,-8,0,0,-2
O=C1CC(c2noc(-c3ccccn3)n2)CN1c1ccc(F)cc1 (stereo unspecified),-8,0,-1,0,-8,-1,4,1
Cc1cc(=O)n2[nH]c(CN(C(=O)c3ccco3)c3ccc(Cl)cc3)nc2n1,7,0,7,13,9,2,1,-5
Nc1cc(OC(=O)c2ccccc2F)nn1S(=O)(=O)c1ccc(F)cc1,9,4,6,1,9,-2,17,4
Cc1ccc(CSc2nc3ccccc3c(=O)[nH]2)cc1,2,0,-5,6,-10,4,3,6
CCn1c(CN2CCOCC2)nnc1SCC(=O)c1ccccc1,9,2,18,2,5,4,6,1
COc1ccc(-n2nnnc2SCc2ccccn2)cc1OC,-32,-2,-2,-113,-14,-3,0,-3
Cc1cccc(C2CCCCCN2C(=O)c2cn(CC(N)=O)nn2)c1 (stereo unspecified),-30,0,-4,-186,-4,-6,-12,-1
O=C(NC1CCCC1)C1CN(C(=O)Nc2ccccc2F)CC12CCOCC2 (stereo unspecified),6,2,25,10,8,5,20,-1
COc1ccc2c(Sc3ccc(C)cc3)c(C(=O)NCC3CCCO3)[nH]c2c1 (stereo unspecified),3,-4,-11,-30,4,-5,-30,-2
Cn1c(=O)c2c(-c3ccc(C(C)(C)C)cc3)n(-c3ccccc3Cl)cc2n(C)c1=O,-4,4,3,-104,8,-9,5,3
CC1(C)Cc2c(c(N3CCOCC3)nc3sc4c(SCc5ccc(F)cc5)ncnc4c23)CO1,1,-2,0,26,-9,1,-2,2
O=C1CC(c2ccc(Cl)cc2)c2c(nc(-c3ccccc3)[nH]c2=O)N1 (stereo unspecified),6,1,6,61*,-7,16,-2,12
O=C1CC(c2noc(-c3ccncc3)n2)CN1C1CCc2ccccc21 (stereo unspecified),-2,-1,6,0,1,-1,6,0
CCOCC(=O)N1CC[C@](O)(c2ccccc2)[C@H](N2CCCC2)C1,-159,-51,-163,-136,-237,-58,i,-7
Cc1nn(-c2ccc(C(=O)N3CCCC3)cc2)c2c1C(=O)CCC2,-8,0,5,2,2,-2,-1,0
CC(C)(C)C(=O)[C@@H]1[C@@H](C(=O)c2ccc3c(c2)OCO3)[C@@]2(C(=O)Nc3ccccc32)[C@H]2c3ccccc3C=CN12,82*,21,1,93*,31*,-15,-67,16
Cc1nc(N)cc(C2CCCN2C(=O)c2ccc(-n3cccn3)nc2)n1 (stereo unspecified),10,1,15,16,2,3,24,3
O=C(c1cnc2sccn2c1=O)N1CCN(c2ccc(F)cc2)CC1,-8,-3,-9,-9,-14,-1,-18,-1
COc1cc2ncn(CC(=O)N[C@@H](Cc3ccccc3)C(=O)O)c(=O)c2cc1OC,-9,0,0,-32,-5,4,0,-1
Fc1ccc(Nc2nc(-c3ccccn3)nc3ccccc23)cc1,39*,-6,-4,-223,10,-3,31*,4
Cc1ccc(NC(=O)C2C3C=CC4(O3)C2C(=O)N(C2CC2)C4C(=O)NC2CCCCC2)cc1C (stereo unspecified),9,4,8,10,15,0,13,0
O=C(N[C@H]1[C@H](O)[C@H](O)C[C@@H]1c1ccc(N2CCOCC2)nc1)C1CCC1,-18,1,-6,7,-9,-2,-51,1
COc1ccc(C)cc1NC(=O)CCc1nc2ccccc2[nH]1,17,-2,1,-8,-7,-4,17,-3
O=C(NC(Cc1ccccc1)c1nc2ccccc2[nH]1)c1ccc(-n2cnnn2)cc1 (stereo unspecified),11,3,7,43*,2,-2,19,1
O=C(Nc1ccccc1)C1CCN(c2cnc(N3CCCCC3)nc2)CC1,21,0,-20,14,-6,0,-94,-7
Cc1cncc(C2CCCN2C(=O)c2cc(C)nc3onc(C)c23)n1 (stereo unspecified),6,1,18,-2,8,0,8,0
O=C(O)CCc1nc2ncccc2c(=O)n1Cc1ccccc1,5,0,1,7,0,4,10,0
Cn1nccc1-c1nccnc1CC1CCN(S(C)(=O)=O)CC1,-5,-1,2,-9,-2,3,8,4
CCOC(=O)N1CCN(CC(O)Cn2cnc3c2c(=O)n(C)c(=O)n3C)CC1 (stereo unspecified),2,0,6,4,-3,1,15,0
CC(C)n1c(=O)n(CC(=O)N2CCOCC2)c2cc(S(=O)(=O)N3CCCC3)ccc21,3,2,4,12,7,5,4,2
O=C(C1CCC1)N1CCc2cc(S(=O)(=O)N3CCOCC3)ccc21,4,4,10,12,25,4,7,3
COc1ccc(C(CNC(=O)c2ccc(Oc3ccc(Cl)cc3[N+](=O)[O-])cc2)N2CCCC2)cc1 (stereo unspecified),-19,0,-13,-87,16,-4,7,-2
O=S1(=O)NCC2(CCN(c3ncc(F)cn3)CC2)COc2ccccc21,-84,-9,-22,-227,-31,-5,-117,-8
CCOc1ccc(Nc2cc(C(=O)NCc3ccc(C)cc3)c3ccccc3n2)cc1,53*,2,1,1,.,8,.,11
Cc1nc(-c2cc(S(=O)(=O)N3CCC(C)CC3)cn2C)sc1C(=O)N1CCCC1,19,5,8,20,7,4,26,0
COc1ccc(CC(=O)N2CCC3(CC2)NCCc2[nH]cnc23)cc1,12,0,5,24,3,2,0,-5
Cc1ncsc1CN1C[C@H]2CC(OCc3ccccc3)C[C@H]2C1 (stereo partly specified),-7,3,2,-2,0,1,0,1
O=C(OCc1nc2ccc(Cl)cc2n1CCO)c1ccccc1C(=O)c1ccccc1,-14,-6,-28,-1,-37,-17,-143,-5
COc1cc(C(=O)Nc2cccc(CCc3nc4ccc(C)cc4[nH]3)c2)cc(OC)c1OC,-22,3,-15,-31,-12,1,-20,-5
Cc1cccc(-n2nnc(C(=O)NC3CCCCC3)c2N)c1,19,1,12,12,15,-12,29,0
Cc1ccc(-c2noc3cc(O)ccc23)cc1,14,-8,-21,-20,-16,-8,-88,-6
Cc1nc2ccc(Cl)cn2c(=O)c1NC(=O)c1c(F)cccc1F,13,0,5,12,10,5,8,1
CCN1C[C@H]2C3(CCN(C(=O)Cc4ccc(OC)cc4)CC3)CC[C@@]2(C(=O)NC)C1,-7,2,6,-72,6,1,7,-4
COCC1c2nnn(C)c2CCN1C(=O)c1ccc(C)s1 (stereo unspecified),4,0,3,-54,3,6,3,-1
COc1ccc(-c2cn3c4c(=O)n(C)c(=O)n(C)c4nc3n2-c2ccc(Br)cc2)cc1,-3,2,3,-148,-2,-14,-4,0
Cc1cc(C(=O)N2CCC3(COCc4cnc(-c5ccccc5)nc43)C2)no1 (stereo unspecified),-11,-4,2,-21,-6,-7,3,-2
O=C(c1ccn[nH]1)N1CCCC(c2nccnc2-c2ccc(F)cc2)C1 (stereo unspecified),0,-1,19,5,1,5,16,-1
O=C(C1CCC1)N1CCC(c2nc3c(nnn3Cc3ccccc3Cl)c(=O)[nH]2)CC1,25,3,10,19,18,-19,32*,7
CNc1nc2c(c(=O)n1-c1ccccc1)CN(S(=O)(=O)c1cccc(F)c1)CC2,-2,-1,0,-7,-5,2,1,0

# A section taken from the entries so far, as a working copy:
SMILES,USP17 block,UCHL1 block,OTUD3 inh,USP8 inh,USP28 inh,USP7 block,USP30 inh,USP10 block
O=C(c1ccn[nH]1)N1CCCC(c2nccnc2-c2ccc(F)cc2)C1 (stereo unspecified),0,-1,19,5,1,5,16,-1
O=C(C1CCC1)N1CCC(c2nc3c(nnn3Cc3ccccc3Cl)c(=O)[nH]2)CC1,25,3,10,19,18,-19,32*,7
CNc1nc2c(c(=O)n1-c1ccccc1)CN(S(=O)(=O)c1cccc(F)c1)CC2,-2,-1,0,-7,-5,2,1,0

# Next section.
SMILES,USP17 block,UCHL1 block,OTUD3 inh,USP8 inh,USP28 inh,USP7 block,USP30 inh,USP10 block
Clc1cc(Cl)c2nc(N3CCc4ccccc4C3)sc2c1,-4,1,-2,15,-6,3,-4,4
CCc1nnc(NC(=O)C2CCN(C(=O)c3ccc(F)cc3)CC2)s1,6,1,-1,-4,0,0,0,0
CN1CC(=O)N(c2cccnc2)CC12CCN(C(=O)N1CCCC1)C2 (stereo unspecified),-2,1,12,2,2,1,17,-3
COc1nc(OC)nc(N2CCC(NC(=O)C(Cc3ccc(C)cc3)NC(C)=O)CC2)n1 (stereo unspecified),20,0,3,-2,7,4,34*,0

# Structural class, the entries above with an NH in an aromatic ring
SMILES,USP17 block,UCHL1 block,OTUD3 inh,USP8 inh,USP28 inh,USP7 block,USP30 inh,USP10 block
Cc1ccc(-n2c(=O)[nH]c3c(c2=O)C(C)(C)Cc2ccccc2-3)cc1,14,-1,-4,0,-5,4,0,0
CC(C)C(=O)Nc1ccc2[nH]cc(C(C(=O)O)N3CCN(Cc4ccccc4)CC3)c2c1 (stereo unspecified),0,0,0,5,-2,-1,-11,-3
CCc1cc(=O)[nH]c(SCc2cc(C(F)(F)F)cc(C(F)(F)F)c2)n1,12,-2,2,4,0,6,-317,12
COc1ccccc1N1CCN(c2nc(C)c(Cc3ccccc3)c(=O)[nH]2)CC1,3,-2,1,6,0,2,12,1
Cc1cc(=O)n2[nH]c(CN(C(=O)c3ccco3)c3ccc(Cl)cc3)nc2n1,7,0,7,13,9,2,1,-5
Cc1ccc(CSc2nc3ccccc3c(=O)[nH]2)cc1,2,0,-5,6,-10,4,3,6
COc1ccc2c(Sc3ccc(C)cc3)c(C(=O)NCC3CCCO3)[nH]c2c1 (stereo unspecified),3,-4,-11,-30,4,-5,-30,-2
O=C1CC(c2ccc(Cl)cc2)c2c(nc(-c3ccccc3)[nH]c2=O)N1 (stereo unspecified),6,1,6,61*,-7,16,-2,12
COc1ccc(C)cc1NC(=O)CCc1nc2ccccc2[nH]1,17,-2,1,-8,-7,-4,17,-3
O=C(NC(Cc1ccccc1)c1nc2ccccc2[nH]1)c1ccc(-n2cnnn2)cc1 (stereo unspecified),11,3,7,43*,2,-2,19,1
COc1ccc(CC(=O)N2CCC3(CC2)NCCc2[nH]cnc23)cc1,12,0,5,24,3,2,0,-5
COc1cc(C(=O)Nc2cccc(CCc3nc4ccc(C)cc4[nH]3)c2)cc(OC)c1OC,-22,3,-15,-31,-12,1,-20,-5
O=C(c1ccn[nH]1)N1CCCC(c2nccnc2-c2ccc(F)cc2)C1 (stereo unspecified),0,-1,19,5,1,5,16,-1
O=C(C1CCC1)N1CCC(c2nc3c(nnn3Cc3ccccc3Cl)c(=O)[nH]2)CC1,25,3,10,19,18,-19,32*,7
